Screening data (PubChem)
NCOA2 inhibitor: human SRC2 (NCOA2) inhibition. Q15596. HEK293 GAL4-SRC2 luciferase reporter, luminescence. 370,000 compounds, 0.17% hits. inhibition, % at 9 µM. AID 651957;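 active = inhibition above the mean inhibition of all tested compounds plus 3 SD, set per campaign, cut at about 52% in these data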;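 also: 0% = DMSO treated cells and 100% = cells given Gossypol at 36 µM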
CF NFkB block: inhibitors of cystic fibrosis induced NF-kB. KKLEB NF-kB-GFP reporter, PAF-induced, GFP fluorescence overnight. inhibition, % at 5 µM. 360,000 compounds, 0.86% hits. AID 588850;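 active = at least 50% inhibition at 5 µM, scaled per plate between neutral and stimulator controls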;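 also: PAF is a Pseudomonas aeruginosa culture filtrate used as stimulus; plate controls were PAF-stimulated DMSO wells for no effect and unstimulated DMSO wells for full effect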
TROY NFkB inh: inhibitors of TROY-dependent NF-kB signaling; Q293 LMP1-TROYcd NF-kB luciferase reporter, 4 h; inhibition, % at 10 µM; 360,000 compounds, 0.98% hits; AID 1347056;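 active = compounds whose plate-normalised and pattern-corrected inhibition of the luciferase reporter signal at the single screening dose is 50% or more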
NCOA1 inh: inhibitors of human steroid receptor coactivator 1 (SRC1). Q15788. HEK293 GAL4-SRC1 luciferase reporter, luminescence. inhibition, % at 3.6 µM. 360,000 compounds, 0.12% hits. AID 588354;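 active = inhibition above the campaign mean plus 3 SD, with each screening campaign given its own cutoff, cut at about 60% in these data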;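 also: 0% = DMSO treated cells and 100% = gossypol at 36 µM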
KKLEB tox: counter-screen for CF NF-kB inhibitors: cytotoxicity | 360,000 compounds, 0.36% hits | KKLEB CF airway cells viability, ATPlite luminescence, overnight; active compounds read low; cells stimulated with P. aeruginosa culture filtrate | activity change (cytotoxicity), % at 5 µM;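 active = corrected activity change at or below -50% at 5 µM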
LRH-1 inv ag: suppresses constitutive activity of human LRH-1; O00482; 360,000 compounds, 0.13% hits; inhibition, % at 3.6 µM; HEK293T StAR-luciferase reporter, LRH-1 transfected, 24 h; AID 602396;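 active = inhibition above the mean inhibition of all tested compounds plus 3 SD, cut at about 73% in these data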;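 also: 0% = DMSO wells and 100% = reporter-only cells lacking LRH-1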
Target sequence (O00482 whole entry, looked up): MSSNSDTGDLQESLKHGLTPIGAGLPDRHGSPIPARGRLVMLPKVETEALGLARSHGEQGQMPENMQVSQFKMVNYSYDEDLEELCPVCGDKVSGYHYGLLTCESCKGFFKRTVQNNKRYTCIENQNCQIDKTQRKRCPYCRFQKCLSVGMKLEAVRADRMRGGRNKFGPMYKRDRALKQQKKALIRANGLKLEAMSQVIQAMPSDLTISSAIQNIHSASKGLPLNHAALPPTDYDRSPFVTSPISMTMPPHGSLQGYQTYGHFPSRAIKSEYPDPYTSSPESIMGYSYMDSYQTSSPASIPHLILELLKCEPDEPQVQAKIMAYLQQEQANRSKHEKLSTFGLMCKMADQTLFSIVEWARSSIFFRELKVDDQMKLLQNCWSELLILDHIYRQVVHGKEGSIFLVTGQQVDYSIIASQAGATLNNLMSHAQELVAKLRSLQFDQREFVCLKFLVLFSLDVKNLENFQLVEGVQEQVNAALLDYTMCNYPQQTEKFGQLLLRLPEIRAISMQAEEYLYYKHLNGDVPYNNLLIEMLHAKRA
NR2F2 inh: blocks human COUP-TFII nuclear receptor | 370,000 compounds, 0.7% hits | inhibition, % at 8.6 µM | P24468 | HEK293T NGFI-A luciferase reporter, luminescence;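 active = inhibition above a per-plate cutoff, mean inhibition of test wells between control levels plus 3 SD, cut at about 38% in these data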;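 also: cells cotransfected with COUP-TFII expression vector driving the NGFI-A reporter; 0% = median of COUP-TF2 test wells and 100% = reporter-only cells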
Target sequence (P24468 whole entry, looked up): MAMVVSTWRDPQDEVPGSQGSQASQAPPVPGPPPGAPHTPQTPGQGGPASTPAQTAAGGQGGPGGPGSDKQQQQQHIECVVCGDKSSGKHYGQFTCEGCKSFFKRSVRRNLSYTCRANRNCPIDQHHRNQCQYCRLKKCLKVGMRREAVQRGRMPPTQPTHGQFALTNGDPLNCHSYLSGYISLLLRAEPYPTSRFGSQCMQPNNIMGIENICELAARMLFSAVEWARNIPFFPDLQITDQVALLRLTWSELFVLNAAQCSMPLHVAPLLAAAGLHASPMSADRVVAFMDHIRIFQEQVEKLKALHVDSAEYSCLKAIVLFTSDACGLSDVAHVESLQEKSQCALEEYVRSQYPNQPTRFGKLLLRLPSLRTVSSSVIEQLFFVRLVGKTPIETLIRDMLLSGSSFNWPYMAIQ
NCOA3 inh: inhibits human SRC3 coactivator | Q9Y6Q9 | HEK293 GAL4-SRC3 luciferase reporter, luminescence | inhibition, % at 3.6 µM | 360,000 compounds, 0.17% hits | AID 588352;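 active = inhibition above a per-campaign cutoff, the mean of all compounds plus 3 SD, cut at about 60% in these data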;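 also: 0% = DMSO-treated cells and 100% = gossypol-treated cells at 36 µM; higher means less SRC3-driven luciferase light from the GAL4 reporter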
TWEAK Fn14 block: TWEAK-Fn14 signaling inhibition; TWEAK-stimulated Fn14 reporter cells, luciferase luminescence, 8 h; inhibition, % at 10 µM; 360,000 compounds, 2% hits; in the data active = inhibition above about 50%
TRAIL sens C8: caspase-8 TRAIL sensitization. NB7+C8 cells + TRAIL, ATPlite viability luminescence. inhibition (viability loss, TRAIL sensitization), % at 10 µM. 360,000 compounds, 1% hits. AID 624354;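 active = compounds causing at least 50% loss of cell viability in the single-dose screen, relative to plate controls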
LMP1 NFkB inh: inhibitors of Epstein-Barr LMP1-induced NF-kappaB reporter; LMP1-induced NF-kappaB luciferase reporter cells, luminescence; AID 504558; 350,000 compounds, 0.69% hits; inhibition, % at 12.5 µM; in the data active = inhibition above about 41%;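 also: 0% = neutral control wells and 100% = reference inhibitor control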
Numbers without * were called inactive; . = not tested or not shown.

SMILES	NCOA2 inhibitor	CF NFkB block	TROY NFkB inh	NCOA1 inh	KKLEB tox	LRH-1 inv ag	NR2F2 inh	NCOA3 inh	TWEAK Fn14 block	TRAIL sens C8	LMP1 NFkB inh
CC1(C)Cc2c(cnn2-c2cccc(F)c2)C(NC(=O)CN2CCCC2=O)C1 (stereo not drawn)	-35	-22	-18	-9	12	-10	-15	10	0	-18	-6
Cc1ccc(S(=O)(=O)N(C)CC(=O)OCC(=O)NCCc2ccc(S(N)(=O)=O)cc2)cc1	-25	-54	11	4	6	2	0	0	-2	10	-5
O=C1OCc2cc(NC(=O)C3CCCCC3)ccc21	-21	-9	-3	-15	16	25	-12	2	-4	2	-7
Cc1cccc(N2CCN(C(c3ccc(N(C)C)cc3)c3nnnn3C(C)(C)C)CC2)c1C (stereo not drawn)	10	5	-15	-20	1	-8	-5	-3	-15	6	11
O=C(Nc1c2c(nn1-c1ccccc1)CS(=O)(=O)C2)c1ccccc1Br	20	23	9	-8	-15	20	9	6	-2	-5	-10
Cc1nc2ncnn2c(N2CCN(c3cccc(C(F)(F)F)c3)CC2)c1C	-2	-22	25	-2	-15	10	44*	28	13	8	-21
COc1ccc(C(=O)CCS(=O)(=O)c2ccc(C)cc2)cc1OC	-5	26	20	-14	8	3	4	-7	5	-12	-1
O=C(N/N=C/c1ccc(N2CCOCC2)o1)c1cccc(F)c1	-54	19	13	-35	-9	-39	-28	-36	-11	-13	-19
Cc1cc(C)c(S(=O)(=O)N2CCCC(C(=O)N3CCOCC3)C2)c(C)c1 (stereo not drawn)	-6	-23	12	4	12	-11	-7	4	-21	6	5
CCC(CC)COC(=O)C1=C(C)NC(=O)NC1c1cccc([N+](=O)[O-])c1 (stereo not drawn)	3	21	10	5	-9	2	14	-10	1	-6	-2
COc1ccc(/C=C/C(=O)NC2CCCCCC2)cc1S(=O)(=O)N1CCOCC1	-29	8	-16	-10	-15	-4	-10	-13	3	-8	3
CCOC(=O)C1=C(COC(=O)Cc2ccccc2F)NC(=O)NC1C (stereo not drawn)	7	5	16	0	2	15	-8	-28	3	6	-4
COC(=O)c1ccc(C(=O)NC(=S)Nc2nc3c(s2)CC(C)CC3)cc1 (stereo not drawn)	6	29	93*	-20	-29	-55	-1	-20	109*	-3	0
c1cnc(N2CCN(c3ccc4ccccc4n3)CC2)nc1	-25	7	-11	-124	-8	-123	-38	-98	18	9	-35
O=C(CNS(=O)(=O)c1ccc2c(c1)OCCCO2)N1CCN(Cc2ccccc2)CC1	6	6	-3	-21	4	-2	-3	0	9	-23	6
COc1ccc(S(=O)(=O)N2CCN(C(C)C(=O)Nc3ccc(C(C)C)cc3)CC2)cc1 (stereo not drawn)	13	4	-4	-4	-11	-3	8	-15	-29	11	-7
O=C(Nc1nc2ccccc2n1CCN1CCOCC1)c1ccc(Cn2cc([N+](=O)[O-])cn2)o1	-28	0	-1	-4	2	-11	4	-34	-16	-8	-11
COc1ccc(-c2cc3nc(NCCNC(C)=O)n(C)c(=O)c3s2)c(C)c1	-4	18	8	-6	8	-5	-2	-19	11	-16	.
COCc1cc(C)n(CC(=O)N/N=C/c2ccc(-c3ccc(Cl)c(C(=O)O)c3)o2)c(=O)c1C#N	-21	15	-39	-17	5	-29	-16	16	2	-7	1
Cc1ccc(-c2cc(C(=O)Nc3cc(C)on3)c3ccccc3n2)c(C)c1	-12	-38	3	4	-10	38	13	9	8	-12	0
CCc1ccc(OCC(=O)NC(=S)Nc2ccc(Br)c(C)n2)cc1	-5	-16	-4	-7	6	3	1	17	0	0	-10
C/C(=C\C(=O)c1ccc(Br)cc1)NNC(=O)c1ccccc1	-27	0	-24	-77	-5	-111	-48	-68	23	5	9
CCOC(=O)N1CCN(C(=O)c2ccc3c(=O)n(CCOC)c(=O)[nH]c3c2)CC1	-7	6	-4	-67	-10	6	8	7	-3	-23	7
COc1cccc(/C=C2\N=C(c3c(-c4ccccc4)noc3C)OC2=O)c1	-7	-2	-4	14	7	9	12	-16	2	14	-4
O=C(C1=NN[C@@H]2C(=O)N(c3ccccc3C(F)(F)F)C(=O)[C@H]12)c1cnccn1	-10	-12	-16	-12	-4	-2	0	15	-7	-9	0
Cc1ccc(NC(=O)C(C)OC(=O)COc2cccc(C(F)(F)F)c2)cc1 (stereo not drawn)	0	14	1	-11	-20	-6	13	-1	4	5	-4
COc1cc(-c2cc(=O)c3c(O)c(OC)c(OC)cc3o2)cc(OC)c1O	-26	-9	6	-45	2	-36	-86	21	-1	0	-1
Cc1cc(=O)c(C(=O)Nc2ccc(N3CCOCC3)cc2N2CCOCC2)nn1-c1ccccc1Cl	11	-18	3	-20	3	-21	7	-27	5	-22	-1
CC(C)CN(C(=O)COC(=O)COc1ccc2ccccc2c1)c1c(N)n(Cc2ccccc2)c(=O)[nH]c1=O	-10	6	7	6	17	-1	1	-3	1	14	0
COc1ccc(CC(N)c2csc(NC(=O)c3cc(C(C)(C)C)oc3C)n2)cc1 (stereo not drawn)	9	12	-26	-15	-18	-78	-43	-23	-32	41	.

Entries from the list above with two or more sulfur atoms (2):
SMILES	NCOA2 inhibitor	CF NFkB block	TROY NFkB inh	NCOA1 inh	KKLEB tox	LRH-1 inv ag	NR2F2 inh	NCOA3 inh	TWEAK Fn14 block	TRAIL sens C8	LMP1 NFkB inh
Cc1ccc(S(=O)(=O)N(C)CC(=O)OCC(=O)NCCc2ccc(S(N)(=O)=O)cc2)cc1	-25	-54	11	4	6	2	0	0	-2	10	-5
COC(=O)c1ccc(C(=O)NC(=S)Nc2nc3c(s2)CC(C)CC3)cc1 (stereo not drawn)	6	29	93*	-20	-29	-55	-1	-20	109*	-3	0

Other results follow:
SMILES	NCOA2 inhibitor	CF NFkB block	TROY NFkB inh	NCOA1 inh	KKLEB tox	LRH-1 inv ag	NR2F2 inh	NCOA3 inh	TWEAK Fn14 block	TRAIL sens C8	LMP1 NFkB inh
Cc1ccc(C(=O)CC(=O)c2ccc(C(C)(C)C)cc2)cc1	8	0	40	-3	7	-15	-2	-6	37	-1	-6
O=C(CCN1C(=O)/C(=C/c2cccs2)SC1=S)Nc1ccccc1O	-5	-9	50	-31	-1	32	-17	-24	-19	2	-2
O=C(NCc1ccccc1CN1CCCC1)C1CCN(C(=O)c2ccc(F)cc2)CC1	-34	7	-24	-1	-1	4	-71	7	16	-3	4
NS(=O)(=O)c1ccc(CCNC(=O)CNC(=O)c2ccc(F)cc2)cc1	-26	-3	12	4	6	-7	12	-5	7	21	-7
Nc1ccc(Cl)cc1C(=O)c1ccc[nH]1	-22	1	3	-3	2	3	5	-15	-3	3	-7
COC(=O)c1ccc(CC(=O)c2c(C)cc(O)cc2O)o1	-49	-11	-5	-12	7	-11	-4	-3	1	-6	1
Cc1sc2nc(SCC(=O)Nc3cccc(S(N)(=O)=O)c3)[nH]c(=O)c2c1C	0	-18	-12	-6	-2	-1	-13	11	6	-21	-11
OCC1(CO)COC(c2ccccc2)=N1	-3	26	-11	-13	-10	20	9	13	-18	-1	-2
Cc1ccc(N2C(=O)C3C4C=CC(CC4)C3C2=O)c([N+](=O)[O-])c1 (stereo not drawn)	-7	6	-23	6	-3	9	8	2	16	-5	5
NC(=O)c1c(NC(=O)c2ccccc2C(=O)O)sc2c1CCCC2	16	5	7	-6	7	-7	1	6	20	11	3
COc1cc(C2Nc3ccccc3C(=O)N2NS(C)(=O)=O)c([N+](=O)[O-])cc1OC (stereo not drawn)	-41	-60	-5	-16	10	6	-6	8	-43	9	-1
CC(=O)N1CCc2cc(S(=O)(=O)NCCC(=O)Nc3cc(C)cc(C)c3)ccc21	-40	6	-8	5	-5	16	10	22	1	-2	-7
CC1(C(=O)Nc2ccc(F)cc2F)CCN1C(=O)Cc1ccc(Cl)cc1Cl (stereo not drawn)	12	4	-5	9	14	22	21	10	-4	-3	.
O=C(CCCN1C(=O)c2cccnc2C1=O)Nc1ccccc1F	12	-7	-2	9	7	-12	-9	11	-28	-4	-4
Cn1c(Cn2c(=O)sc3ccccc32)nnc1SCC(=O)N1CCCC1	12	-4	1	-13	9	29	-7	-2	18	-26	6
O=C(CN1C(=O)S/C(=C/c2cccs2)C1=O)N1CCCC1	-3	-19	-9	-12	-2	-15	-1	-29	1	-8	-13
C/C(=N/Nc1nc(C)cc(-c2ccccc2)n1)c1ccco1	-34	-5	-12	-43	4	-42	-22	-63	9	6	-6
Cc1cc(NC(=O)CCC(=O)N(c2ccccc2)C(C)C(=O)NC2CCCC2)no1 (stereo not drawn)	7	-1	4	11	9	3	-11	0	21	-7	7
Cc1cccc(S(=O)(=O)N(C)C[C@@H]2OCc3cnnn3CCCC(=O)N([C@H](C)CO)C[C@@H]2C)c1	12	-5	6	-15	-6	-11	-3	9	-3	-7	-1
CC12CCC(C(=O)NCc3ccccc3Cl)(CC1=O)C2(C)C (stereo not drawn)	11	1	16	-15	7	-11	3	6	-17	-4	3
C[C@H](NC(=O)c1ccc(Cl)cc1)C(=O)NNC(=O)c1cccs1	-24	13	2	-8	-4	-22	18	-57	0	-4	4
Cc1ccc(S(=O)(=O)Nc2n[nH]nc2C(=O)NC2CCCCC2)cc1	-37	-14	1	-4	10	-4	7	7	13	37	-3
Cc1ccc(/C=N/NC(=O)CC2N=C(Cc3ccccc3)NNC2=O)cc1 (stereo not drawn)	-7	-10	-12	13	-2	-21	-3	-3	8	20	8
Cc1cc(C)n(-c2ncnc3sc4c(c23)CCCC4)n1	-18	15	13	-6	1	-10	16	4	8	-6	-6
O=C(CN1C(=O)NC2(CCCCCC2)C1=O)NCc1ccccc1Cl	-4	17	-5	-19	-1	-1	-12	-16	-4	-16	-20
CCc1nnc(NC(=O)c2ccc(NC(=O)C(C)C)cc2)s1	-46	6	-45	-40	14	-41	-19	-30	8	-5	-19
Fc1ccc(NC(=S)NCc2ccccc2)cc1	16	-4	13	15	1	14	12	-6	107*	13	-1
O=C(NCC(=O)N1CCC(Cc2ccccc2)CC1)c1ccc(Cl)cc1	-5	-16	13	-34	5	5	9	-3	7	7	4
Cc1ccc(Cl)cc1N1CCN(C(=O)CCS(=O)(=O)c2ccc3c(c2)NC(=O)CO3)CC1	42	4	45	10	8	4	54*	14	39	16	16
COC(=O)Cc1ccc(OC2(C)CCN(Cc3ccc4c(c3)OCCO4)C2)cc1 (stereo not drawn)	-19	11	5	9	-7	10	7	0	4	-8	.
COc1ccc(-c2nnc(SCC(=O)OC3CCCCC3)o2)cc1OC	-3	2	-4	4	-6	9	-2	6	-10	-9	2
CS(=O)(=O)NNC(=O)Cn1nnc(-c2cc(C(F)(F)F)cc(C(F)(F)F)c2)n1	-29	-2	-6	1	-1	3	9	12	-14	3	.
COc1cccc(-c2cc(C(F)(F)F)n3ncc(C(=O)NCC4CCCO4)c3n2)c1 (stereo not drawn)	-38	-22	1	11	-4	6	-1	-4	18	16	9
CCN(CC)S(=O)(=O)c1cc(C(=O)OCC(=O)NC(=O)c2cccn2C)ccc1C	0	2	7	3	-7	4	2	-8	2	5	-1
CN(C)c1ccc(/C=[N+](\[O-])C(C)(C)/C=N/O)cc1	6	-15	-3	-7	-3	5	5	-5	-6	7	-4
C=CC(COCc1ccccc1)N(Cc1ccccc1)S(=O)(=O)c1ccccc1Br (stereo not drawn)	-5	24	-17	7	-7	-6	-2	-3	-4	7	-5
